# BAP1 block = blocks human BAP1 ubiquitin-AMC hydrolysis; Q92560; recombinant BAP1, Ub-AMC hydrolysis fluorescence kinetic; active compounds read low; activity remaining (% of control), % at 20 µM; 72,000 compounds, 0.48% hits;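 active = activity remaining at or below 50% of control, provided the compound also passes the data quality filters; inactive = the rest, including low values that fail the filters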;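 note: 100% = DMSO wells rate and 0% = substrate alone blank rate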
# Target sequence (Q92560 whole entry, looked up): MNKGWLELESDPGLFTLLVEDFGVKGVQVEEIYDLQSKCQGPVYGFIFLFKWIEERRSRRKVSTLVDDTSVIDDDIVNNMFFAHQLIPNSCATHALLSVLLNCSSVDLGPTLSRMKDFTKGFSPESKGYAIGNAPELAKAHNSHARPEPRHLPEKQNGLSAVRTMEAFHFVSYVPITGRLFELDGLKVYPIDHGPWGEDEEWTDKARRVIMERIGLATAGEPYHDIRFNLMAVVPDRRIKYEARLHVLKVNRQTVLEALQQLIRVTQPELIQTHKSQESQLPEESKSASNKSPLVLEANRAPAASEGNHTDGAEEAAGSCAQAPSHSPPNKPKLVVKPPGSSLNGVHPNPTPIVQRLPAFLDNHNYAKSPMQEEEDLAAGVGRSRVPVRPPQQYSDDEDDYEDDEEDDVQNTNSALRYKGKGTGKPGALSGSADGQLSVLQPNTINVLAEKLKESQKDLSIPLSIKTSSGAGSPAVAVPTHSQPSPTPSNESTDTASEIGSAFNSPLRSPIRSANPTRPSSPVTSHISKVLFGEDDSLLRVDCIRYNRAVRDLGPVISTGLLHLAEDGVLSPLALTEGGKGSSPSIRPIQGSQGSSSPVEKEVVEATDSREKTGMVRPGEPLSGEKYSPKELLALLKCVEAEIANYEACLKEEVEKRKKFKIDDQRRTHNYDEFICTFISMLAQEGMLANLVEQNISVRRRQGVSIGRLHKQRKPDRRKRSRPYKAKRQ
# HePTP inhibitor = blocks human HePTP tyrosine phosphatase | P35236 | recombinant HePTP phosphatase activity, OD absorbance | inhibition, % at 20 µM | 110,000 compounds, 0.64% hits | AID 521; in the data active = inhibition above about 50%;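 note: plate controls were vehicle for no effect and reference inhibitor for full effect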
# Target sequence (P35236 whole entry, looked up): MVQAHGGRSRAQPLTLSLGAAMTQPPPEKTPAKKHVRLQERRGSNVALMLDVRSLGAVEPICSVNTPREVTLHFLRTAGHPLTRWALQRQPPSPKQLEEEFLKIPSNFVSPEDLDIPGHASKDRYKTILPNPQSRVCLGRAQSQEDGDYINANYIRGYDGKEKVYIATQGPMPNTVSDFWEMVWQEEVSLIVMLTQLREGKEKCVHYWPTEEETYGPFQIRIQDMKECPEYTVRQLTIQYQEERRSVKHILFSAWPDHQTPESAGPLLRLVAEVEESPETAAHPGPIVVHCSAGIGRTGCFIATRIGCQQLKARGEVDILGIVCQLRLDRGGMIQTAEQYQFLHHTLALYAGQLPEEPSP
# * hit, by the source's call; · = not tested or not shown; & = joins results of further samples. Rows were taken by chance (roughly 0.79% active in at least one column).
Compound	HePTP inhibitor	BAP1 block
O=C(Nc1nccs1)c1ccc(CSc2nnnn2-c2ccccc2)cc1	2.1	·
CSc1ccccc1NC(=O)c1nn2c(c1Br)NC(c1ccccc1)CC2C(F)(F)F (stereo not drawn)	-6.8	·
O=c1oc2ccccc2cc1NCc1ccccc1O	-8.1	94.7
Cc1nn(-c2ccccc2C(=O)O)c(C)c1Oc1ccccc1O	-2.4	·
Cc1cccc(-c2nc(CN3CCCC(C(=O)NC4CCCCC4)C3)c(C)o2)c1 (stereo not drawn)	9.9	103.8
CSC1=N/C(=C\c2ccc(C)o2)C(=O)S1	-0.5	75.8
O=[N+]([O-])c1cc(-n2ncnc2-c2cccs2)ccc1F	8.4	·
Cc1ccc(N2CC(c3nc4ccccc4[nH]3)CC2=O)c(C)c1 (stereo not drawn)	-11.1	86.4
CN1CCN(C2=Nc3cc(Cl)ccc3Nc3ccccc32)CC1	3.4	80.6&80.0
COc1ccc(NC(=O)c2cnc(C)cn2)c2ncccc12	4.4	125.4
Cc1cc(=O)[nH]c(SCc2cccc(Oc3ccccc3)c2)n1	2.4&-0.2	·
CCOC(=O)c1cc(C(C)=O)c(=O)n(C)c1N	-8.0	·
O=c1nc2n(c3ccccc13)Cc1ccccc1-2	5.2	94.1
COc1ccc(CCNC(=O)C(=O)Nc2ccccc2C)cc1OC	-2.5	·
COc1cccc(-n2c(O)c(C=Nc3ccccc3F)c(=O)[nH]c2=O)c1	-5.7	·

# Carrying on.
Compound	HePTP inhibitor	BAP1 block
COc1ccc(CONc2ncnc3nonc23)cc1[N+](=O)[O-]	-7.5	·
Cc1ccc(S(=O)(=O)NCc2cccnc2)c(C)c1	2.7	·
O=C1c2cccc(Cl)c2C(=O)c2cccc(Cl)c21	4.4	·
Cc1ccc(CNC(=O)C2CCCN(S(=O)(=O)c3cnc[nH]3)C2)cc1 (stereo not drawn)	2.0	94.4
CCOc1ccc(N2C(=O)/C(=C/c3ccc(OCc4cccc(C(=O)O)c4)cc3)C(=O)NC2=S)cc1	20.9	·
c1ccc(SCc2nc(-c3ccccn3)no2)cc1	4.5	57.8
Cc1ccc(N/C(=N\c2nc(C)cc(C)n2)NC(=O)c2ccccc2)c(C)c1	·	71.7
O=C(O)c1ccccc1N1C(=O)c2ccc(Oc3ccc([N+](=O)[O-])cc3)cc2C1=O	-13.2	·
Cc1ccc(-c2sc(C)nc2CC(=O)O)cc1	2.8	127.1
CCC(=O)N1CCN(c2cc(N3CCOCC3)c(F)cc2[N+](=O)[O-])CC1	-12.8	·
c1ccc(CCn2c(SCCN3CCOCC3)nc3ccccc32)cc1	·	129.2
COC(=O)c1ccc(CSC2=NCN(CCO)CN2)cc1	·	66.7
COC(=O)c1ccc(COC(=O)c2c(C)nn(Cc3ccccc3Cl)c2Cl)o1	14.4	63.6
COC(=O)Cc1ccc(NC(=O)c2cccs2)cc1	5.6	177.4
CCCOC(=O)c1ccc(NC(=O)C(C)Oc2ccccc2)cc1 (stereo not drawn)	3.6	·

# Next section
Compound	HePTP inhibitor	BAP1 block
CC1=NC(C(F)(F)F)(C(F)(F)F)C(C#N)=C(C)N1	-0.9	105.2
O=C(Nc1nncs1)C(Sc1ccccc1)c1ccccc1 (stereo not drawn)	-9.9	·
Clc1cccc(C=NN2CCN(Cc3ccccc3Cl)CC2)c1	9.5	·
O=c1c2sc3nc(N4CCOCC4)c4c(c3c2ncn1Cc1ccco1)CCCC4	5.2	·
O=C(O/N=C(/c1ccncc1)c1ccc([N+](=O)[O-])cc1)c1cccc(Br)c1	1.4	·
O=C(NCc1ccccn1)C1CCCN(S(=O)(=O)c2cccc3nsnc23)C1 (stereo not drawn)	9.2	109.4
CCOc1ccccc1Nc1ncnc2c1cnn2-c1ccccc1	1.2	93.3
CC1=C(C(=O)OC(C)(C)C)C(c2ccco2)C(C#N)=C(N)O1 (stereo not drawn)	-0.6	155.3
O=C(NCC1CCCO1)c1c(O)c2cccc3c2n(c1=O)CCC3 (stereo not drawn)	4.1	113.2
O=C(/C=C/c1ccccc1)Oc1ccc(C(=S)N2CCOCC2)cc1	0.7	·
CCOc1cc(C(=O)Nc2ccc(Cl)c(-c3nc4ncccc4o3)c2)cc(OCC)c1OCC	-3.9	·
Cc1cccc2sc(NC(=O)c3cccc([N+](=O)[O-])c3)nc12	1.1	·
O=C(c1ccc([N+](=O)[O-])cc1Cl)N1CCN(c2ccc(F)cc2)CC1	-12.1	·
CC1=C(C(=O)OCCc2ccccc2)C(c2ccc(Br)cc2)NC(=O)N1 (stereo not drawn)	-5.9	·
O=C(C1CC2CCC1C2)N1CCN(c2ccc([N+](=O)[O-])cc2)CC1 (stereo not drawn)	3.4	·

# (continued)
Compound	HePTP inhibitor	BAP1 block
CCOC(=O)C(C)Oc1ccc(=O)n(-c2ccccc2)n1 (stereo not drawn)	11.4	131.1
CCOC(=O)C1=C(O)/C(=C/c2ccc(Cl)cc2Cl)SC1=Nc1cccc(Cl)c1	5.2	·
Cc1ccccc1N1C(=O)NC(=O)/C(=C\c2ccc(OCc3cccc(C(=O)O)c3)cc2)C1=O	9.6	·
NC(=O)c1ccccc1NC(=O)Cc1ccc([N+](=O)[O-])cc1	-18.3	·
COc1ccc(CCNC(=O)CCn2cccc2)cc1OC	1.2	91.2
O=C(Nc1cccc(NS(=O)(=O)c2ccc(S(=O)(=O)NC3CC3)cc2)c1)c1ccccn1	7.1	93.4
Cc1cc(NC(=O)CSc2ccc3nnc(-c4cccc(F)c4)n3n2)no1	5.7	85.4
CCn1nnnc1SCC(=O)c1ccc(NC(C)=O)cc1	5.2	102.1
COc1ccccc1C1/C(=C(\O)c2c(C)nc3c(C)cccn23)C(=O)C(=O)N1CCCN(C)C (stereo not drawn)	8.9	95.4
CN1C(=O)/C(=C/c2ccc(N3CCCC3)cc2)C(=O)N(c2ccccc2)C1=S	12.5	·
O=C1C2CC=CCC2C(=O)N1c1ccc(O)cc1 (stereo not drawn)	·	93.0
CCc1nc(SCC(=O)N2CCN(C(=O)c3ccco3)CC2)c2c3c(sc2n1)CCCC3	11.6	107.7
CCCCOc1ccc(N2C(=O)c3ccc4c5c(ccc(c35)C2=O)CC4)cc1	8.8	·
CC(=O)NC(C(Cl)(Cl)Cl)S(=O)(=O)c1ccccc1 (stereo not drawn)	-3.3	·
Cc1ccc2c(c1)c1c3n2CCN(C(=O)c2ccccc2Cl)C3CCC1 (stereo not drawn)	-17.2	·

# Reprinted from the part before: two entries, then new ones.
Compound	HePTP inhibitor	BAP1 block
CC(=O)NC(C(Cl)(Cl)Cl)S(=O)(=O)c1ccccc1 (stereo not drawn)	-3.3	·
Cc1ccc2c(c1)c1c3n2CCN(C(=O)c2ccccc2Cl)C3CCC1 (stereo not drawn)	-17.2	·
CCc1nnc(SCc2ccc(OC(C)C)cc2)n1N	9.6	111.6
O=C(Nc1sc2c(c1C(=O)NCCc1ccccc1)CCCCC2)c1ccccc1F	3.5	·
Cc1cc(C(=O)Nc2nnc(C3CCCCC3)s2)no1	5.9	104.5
CCOc1ccc(C(=O)O)cc1[N+](=O)[O-]	·	54.2
O=C(Nc1ccc(F)cc1F)c1cnn2c1NC(c1ccco1)CC2C(F)(F)F (stereo not drawn)	-4.0	·
Clc1ccccc1CN(Cc1ccccc1)c1ncnc2nc[nH]c12	11.9	114.8
Nc1nc(SCc2ccc(Cl)cc2)ns1	11.6	89.2
CC(C)[C@H](NC(=O)NC1CCCc2ccccc21)C(=O)O (stereo partly drawn)	-0.8	98.3
Cc1c(-c2cccs2)nc2ccccc2c1C(=O)O	-2.7	·
Cc1ccc(-c2ccc(C(=O)Nc3ccc(N4CCOCC4)cc3)o2)cc1Cl	8.4	·
CC(=O)N(Cc1cccs1)C1CCOC(C)(C)C1 (stereo not drawn)	3.1	62.0
COc1ccccc1N1CCN(C(=O)Cn2nc(C(F)(F)F)c3c2CCC3)CC1	7.1	108.5
COc1ccc(S(=O)(=O)Nc2ccccc2C(=O)NCc2ccco2)cc1	-0.9	49.2*
OCC(C#CCN1CCCCC1)NCc1ccccc1 (stereo not drawn)	-3.8	98.6
O=c1cc(Nc2ccc3c(c2)OCO3)[nH]c(=O)n1-c1ccc(Br)cc1	4.1	101.6

# Next results
Compound	HePTP inhibitor	BAP1 block
Cc1[nH]c2ccc(F)cc2c(=O)c1SC(F)(F)C(F)C(F)(F)F (stereo not drawn)	13.8	74.4
COCCOC(=O)C1=C(C)NC(=S)NC1c1ccc(OC)c(OC)c1 (stereo not drawn)	2.8	·
O=C(CCc1ccccc1O)N/N=C/c1cc([N+](=O)[O-])ccc1N1CCOCC1	-3.8	·
COc1ccc2[nH]c(C(=O)O)c(NS(=O)(=O)c3ccc(Cl)s3)c2c1	0.4	105.2
CC(C)OC(=O)C1C2C=CC3(CN(CC4CCCO4)C(=O)C13)O2 (stereo not drawn)	·	95.7
CCOc1ccc(C(=O)NC2CCN(C(=O)NCc3ccccc3)CC2)cc1	-8.3	77.6
Cc1onc(-c2ccccc2)c1C(=O)Nc1ccc(S(=O)(=O)N2CCCCC2)cc1	8.7	85.2
O=C(/C=C/c1ccc(-c2ccccc2)o1)c1ccc(F)cc1	-0.8	·
COc1ccc(-n2c3c(cc(C(=O)NC4CCSC4=O)c2=O)C(=O)CC(C)(C)C3)cc1 (stereo not drawn)	9.3	88.7
Cc1cc(=O)[nH]c(N/N=C/c2ccccc2Cl)n1	2.8	·
COC(=O)c1ccc(NC2(C#N)C(=O)Nc3ccccc32)cc1 (stereo not drawn)	6.4	93.0
Cc1c(Cl)cccc1NC(=O)C1C(c2ccccc2)=C1c1ccccc1	-2.0	·
CC(C)C(C(=O)O)N1C(=O)/C(=C/c2ccccc2O)SC1=S (stereo not drawn)	8.9	·
COc1cc(OC)cc(C(=O)N2CCC(N3CCCCCC3)CC2)c1	7.6	89.3
CC1(C)CC(O)(CCNCc2ccc3c(c2)OCO3)CCO1 (stereo not drawn)	10.2	·

# Continued.
Compound	HePTP inhibitor	BAP1 block
O=C(C1CCN(S(=O)(=O)c2cccc3cccnc23)CC1)N1CCN(C2CCCCC2)CC1	12.7	90.0
CCC(=O)N[C@@H]1CC(C(C)(C)NC(=O)CC)CC=C1C (stereo partly drawn)	11.9	105.0
CN(C)c1ccc(/C=N/n2ncc3ccccc32)cc1	0.0	·
COC(=O)c1ccc(NC(=O)CSc2n[nH]c(-c3ccncc3)n2)cc1	0.4	77.2
COc1ccc(/C(O)=C2/C(=O)C(=O)N(CCCCCC(=O)O)C2c2ccc(Cl)cc2)cc1 (stereo not drawn)	-16.5	·
COc1ccc(-c2nn(C)c(=O)c3ccccc23)cc1CNC(=O)CN1CCOCC1	·	96.7
CCCCNS(=O)(=O)c1ccc2nc(SCC(=O)Nc3sccc3C#N)[nH]c2c1	7.9	74.8
COc1ccc(N(C(=O)C(C)C)S(=O)(=O)c2ccc3c(c2)n(C)c(=O)n3C)cc1	-5.8	86.5
Cn1c(NC(=O)c2ccc3c(c2)OCO3)cc(=O)n(C)c1=O	5.0&2.6	86.8
O=C(Nc1ccc(Cl)cc1)Nc1ccccc1C(=O)O	8.4	·
O=S(=O)(N/N=C/c1ccccc1C(F)(F)F)c1ccc(Cl)cc1	-6.8	·
COC1(OC)N=C(N)C2(C#N)C(c3cccc(Oc4ccccc4)c3)C12C#N (stereo not drawn)	4.0	99.6
CCOc1ccccc1/C=C1/SC(=S)N(NC(=O)c2ccccc2C)C1=O	9.6	·
O=C(Nc1ccc(I)cc1Cl)c1ccc(-c2ccccc2)cc1	4.0	·
Cc1cccn2cc(CCNC(=O)c3ccc(Br)o3)nc12	0.7	94.2

# New compounds follow.
Compound	HePTP inhibitor	BAP1 block
Cc1ccc(Cc2cnc(NC(=O)C3CCCO3)s2)cc1 (stereo not drawn)	9.9	·
COc1ccccc1NC(=O)CN(c1ccc(C)cc1)S(=O)(=O)c1ccc(F)cc1	5.9	·
CCOc1ccc(CN2CCN(C(=O)c3cccc(F)c3)CC2)cc1	7.9	·
CC(C)COc1ccc2c(c1)c1c3c(nccn32)CCC1	5.1	·
CC1=NN(c2ccc(S(N)(=O)=O)cc2)C(=O)/C1=C\c1ccc(-c2ccc(Br)cc2)o1	-3.2	·
CCCCCn1c(SCc2cccc(C)c2)nc2c1c(=O)[nH]c(=O)n2C	-1.3	74.5
Cc1cc(C)n(C(=O)CNC(=O)C2COc3ccccc3O2)n1 (stereo not drawn)	5.6	121.7
O=C(CSc1nnc(-c2cccnc2)n1Cc1ccco1)c1ccc(Br)cc1	10.3	109.6
CCN(CC)S(=O)(=O)c1cccc(-c2nnc(SCc3ncc(-c4ccccc4)o3)n2C)c1	-0.8	102.2
COc1ccccc1NC(=O)CN1C(=O)NC(CC(C)C)C1=O (stereo not drawn)	-0.3	106.9
CCOC(=O)C(CC(C)C)NC(=O)/C(=C\c1ccc(Br)cc1)NC(=O)c1ccccc1 (stereo not drawn)	-6.7	·
Cc1cccc(NC(=O)C2CC2(c2ccccc2)c2ccccc2)c1C (stereo not drawn)	5.0	·
CCOc1ccc(NC(=O)c2ccc(S(=O)(=O)N3CCOCC3)cc2)cc1	-3.9	·
COc1cc(NC(=O)c2nnn(Cc3ccc(SC)cc3)c2N)cc(OC)c1	-3.4	105.2
O=C(Cc1ccccc1)Nc1ccccc1C(=O)N1CCN(Cc2ccccc2)CC1	-5.7	·

# More results:
Compound	HePTP inhibitor	BAP1 block
Cn1c(=N)c(S(=O)(=O)c2ccc(Cl)cc2)cc2c(=O)n3ccccc3nc21	11.2	258.7
O=C(CSc1nc(Nc2ccccc2)nc(N2CCOCC2)n1)N1CCc2ccccc21	8.5	·
Cc1nc(NC(C)C(=O)O)c2nc(C)oc2n1 (stereo not drawn)	-9.8	101.1
COc1ccccc1NC(=O)c1c(N=Cc2c(O)ccc3ccccc23)cnn1C	·	79.4
